High-throughput results from PubChem BioAssay.
ALDH1A1 inh = blocks purified human ALDH1A1 activity | P00352 | Purified ALDH1A1, NADH fluorescence, propionaldehyde substrate | Potency, µM (top dose mostly 75.3 µM), for inactives: at the top dose activity, negative = inhibition, usual class: inhibitors | 220,000 compounds, 7.3% hits | AID 1030; active = well fitted inhibition curve with a large enough effect, not every such curve was filed as active; inconclusive = small, poorly fitted or top-dose-only effect, or another doubt; inactive = no such curve, though single readings can be large or run the other way;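 note: plate controls were no enzyme wells and a reference inhibitor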
SMN2 splice up = SMN2 splice variant enhancement; HEK293 SMN2-luciferase splicing reporter, luminescence, 30-36 h; Potency, µM (highest dose often 46.1 µM), for the others: at the highest dose activity change, positive = activation, hits mostly activators; 210,000 compounds, 2.8% hits; AID 1458; note: % of control where 0% means no effect; nearly all actives have a fitted effect of over 55% in size
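qHTS luciferase splicing reporter: luminescence rises when SMN2 exon 7 is included in transfected HEK293 cells. Compound exposure lasted 30-36 h at 37C, with 4.5 mM final sodium butyrate as control, followed by a ONE-Glo read.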
TexasRed fluor = Texas Red fluorescence interference in TRb-SRC2 counter-screen; TRb/SRC2 Texas Red total fluorescence interference; Potency, µM (series often up to 106 µM), for the others: top-dose fluorescence change, negative = quenching; 280,000 compounds, 0.29% hits; active = well fitted curve in either direction with a large enough effect; inconclusive = small, poorly fitted or top-dose-only effect; note: % is set by controls: 0 for no effect and ±100 for the full control effect
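Flags fluorescent or light-absorbing compounds by total fluorescence, S + 2P, at 555 nm excitation and 632 nm emission. Mixture: 20 nM Texas Red SRC2 peptide, 0.6 uM human TRb LBD, 1 uM T3, 5% DMSO; compound exposure 5 h at ambient temperature.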
RECQ1 helicase = RECQ1 (human) helicase inhibition; P46063; RECQ1 DNA unwinding, red fluorescence kinetic read; Potency, µM (titrated, usually from 57.3 µM), without a hit: top-dose activity, negative = inhibition, most hits filed as inhibitors; 240,000 compounds, 0.54% hits;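 note: plate controls were vehicle for no effect and no enzyme for full effect; nearly all actives have a fitted effect of over 30% in size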
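50 nM RECQ1T1 preincubated 15 min with compound in Tris pH 8.0 buffer with MgCl2, DTT, Tween-20 and 2.5 ug/ml poly(dI-dC); started with 200 nM TAMRA/BHQ-2 forked duplex and 2 mM ATP. Unwinding read as fluorescence (525/598 nm), two reads 2 h apart.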
TRb SRC2 PPI = TRbeta-SRC2 interaction inhibition. P10828. TRbeta-SRC2 peptide binding, fluorescence polarization; receptor liganded with 1 µM T3. Potency, µM (highest dose often 106 µM), for inactives: at the top dose activity change, negative = inhibition, hits mostly inhibitors. 280,000 compounds, 0.065% hits. AID 1469;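 note: plate controls were bound peptide for no effect and peptide without receptor for full effect; nearly all actives have a fitted effect of over 50% in size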
Target sequence (P10828 whole entry, looked up): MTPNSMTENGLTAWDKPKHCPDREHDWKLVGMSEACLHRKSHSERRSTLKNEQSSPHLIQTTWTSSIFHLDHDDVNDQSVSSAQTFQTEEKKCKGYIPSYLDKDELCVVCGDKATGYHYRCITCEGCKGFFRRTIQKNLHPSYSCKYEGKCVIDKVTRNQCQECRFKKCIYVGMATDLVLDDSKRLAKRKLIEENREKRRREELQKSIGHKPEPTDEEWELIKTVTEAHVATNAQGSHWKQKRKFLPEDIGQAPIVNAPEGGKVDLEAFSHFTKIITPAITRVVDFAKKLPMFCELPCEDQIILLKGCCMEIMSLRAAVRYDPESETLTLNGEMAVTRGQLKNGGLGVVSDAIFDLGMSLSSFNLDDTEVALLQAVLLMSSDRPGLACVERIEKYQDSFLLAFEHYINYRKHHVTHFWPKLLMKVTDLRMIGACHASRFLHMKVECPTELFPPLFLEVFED
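Quantitative HTS by FP: 0.6 uM TRb LBD, 20 nM labeled SRC2 20-mer, 1 uM T3, 5% DMSO; 5 hr ambient incubation; % activity per concentration and potencies from concentration series.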
GoLoco inh red = RGS12 GoLoco-Gai1 interaction inhibition | P63096 | Gai1:RGS12 GoLoco peptide FP, rhodamine, 10 min | Potency, µM (titrated, usually from 61.6 µM), without a hit: at the highest dose activity, negative = inhibition, usual class: inhibitors | 230,000 compounds, 0.44% hits | AID 880; active = well fitted inhibition curve with a large enough effect, not every such curve was filed as active; inactive = no such curve, though single readings can be large or run the other way; note: % is set by controls: 0 for no effect and ±100 for the full control effect; nearly all actives have a fitted effect of over 30% in size; many of its hits are not listed in these tables
JMJD2E inh = inhibitors of human JMJD2E histone demethylase; B2RXH2; JMJD2E catalytic domain, FDH-coupled NADH fluorescence (FDH is formaldehyde dehydrogenase); Potency, µM (top dose mostly 57.1 µM), inactives show at the highest dose activity change, negative = inhibition, hits mostly inhibitors; 230,000 compounds, 1.6% hits; AID 2147; active = well fitted inhibition curve with a large enough effect, not every such curve was filed as active; inconclusive = small, poorly fitted or top-dose-only effect, or another doubt; inactive = no such curve, though single readings can be large or run the other way;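 note: 0% = wells with enzyme and -100% = buffer wells without enzyme; nearly all actives have a fitted effect of over 50% in size; many of its hits are not listed in these tables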
Target sequence (B2RXH2 1-337 limits assumed): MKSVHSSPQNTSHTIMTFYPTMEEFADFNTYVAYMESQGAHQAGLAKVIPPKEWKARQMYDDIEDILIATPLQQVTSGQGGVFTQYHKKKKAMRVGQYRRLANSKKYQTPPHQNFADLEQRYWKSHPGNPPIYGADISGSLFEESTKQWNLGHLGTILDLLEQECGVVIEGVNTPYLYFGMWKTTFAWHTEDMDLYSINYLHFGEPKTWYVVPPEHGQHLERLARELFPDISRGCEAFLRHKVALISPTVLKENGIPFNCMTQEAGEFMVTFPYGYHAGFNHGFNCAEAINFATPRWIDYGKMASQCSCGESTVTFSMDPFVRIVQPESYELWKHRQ
Lamin A splicing = changes lamin A minigene splicing in HeLa cells; HeLa LMNA splicing GFP/RFP minigene ratio, 48 h; Potency, µM (doses to about 46.1 µM), for inactives: at the top dose ratio change, negative = inhibition, hits mostly inhibitors; 200,000 compounds, 0.01% hits; active = well fitted inhibition curve with a large enough effect in the signal ratio, with a control signal flat, not every such curve was filed as active; inconclusive = small, poorly fitted or top-dose-only effect, or effect the other way, or a change in a side signal; the % refers to the signal ratio; note: % is set by controls: 0 for no effect and ±100 for the full control effect
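Read-out is the ratio of GFP to DsRed2 object intensity, acquired by 488 nm laser-scanning cytometry on HeLa lamin A-EGFP minigene reporter cells. Compound incubation 48 hrs at 37 °C in Opti-MEM with 2% FBS; DMSO 0.5% final.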
* = called active by the depositor; i = inactive; ? = inconclusive; nt = not tested or not shown; ! = not active in a repeat; [ ] = dose if it differs, or a comment. Unless noted, calls come from the whole dose curve; as a rule, active = well fitted curve in the direction sought with a large enough effect; inconclusive = small, poorly fitted or top-dose-only effect, or another doubt; inactive = no such curve, though single readings can be large; an effect the other way counts as inactive or inconclusive. Potency is the fitted concentration of half-maximal effect.

Each structure is followed by: JMJD2E inh	SMN2 splice up	GoLoco inh red	ALDH1A1 inh	RECQ1 helicase	TRb SRC2 PPI	Lamin A splicing	TexasRed fluor
N#C/C(=C/c1ccc(N2CCCCCC2)o1)c1cccc(F)c1
→ -0.2%	12.6µM*	83.8%[activator]	2µM*	22.4%	-19.5%	1.7%	-0.9%
Cc1c(N(C(=O)c2ccccn2)C2(C(=O)NC3CCCCC3)CCCCC2)c(=O)n(-c2ccccc2)n1C
→ 1.0%	6.6%	-5.9%	0.3%	i	-6.2%	nt	-8.0%
COc1ccc2c(c1)CCC/C2=N\Nc1nc(C(=O)NN)cs1
→ -4.0%	nt	22.8%	nt	-10.1%	3.0%	nt	-8.8%
Cc1ccc(S(=O)(=O)NC2CCCCC2)c(C)c1NS(C)(=O)=O
→ 2.2%	10.6%	11.6%	-0.7%	i	2.8%	?	-0.1%
CCOC(=O)/C(C#N)=C/C1=C(N2CCOCC2)C(C)(C)OCC1
→ ?	nt	2.3%	nt	-1.4%	1.9%	nt	-1.9%
CC(=O)C1CCC2C3CC=C4CC(O)CC[C@@]4(C)C3CC[C@]12C (some centres not stated)
→ 7.0%	0.3%	-12.9%	6.7%	15.7%	9.3%	nt	-1.5%
COc1ccc(CCNC(=O)c2c(C)nc3ccccn23)cc1
→ -23.1%	nt	0.8%	-11.2%	i	-2.8%	nt	-2.4%
CC(CCc1ccccc1)NC(=S)NC(=O)c1ccco1 (configuration not stated)
→ -20.5%	-8.5%	13.2%	?	-20.4%	-3.9%	nt	2.0%
COc1ccc(C(=O)OCC[N+]2(C)CCCCC2)cc1
→ -9.2%	7.0%	12.6µM*	9.3%	-4.9%	1.8%	nt	-0.6%
CCCCNS(=O)(=O)c1ccc2nc(-c3cccnc3)cc(C(=O)NCCCOC)c2c1
→ -5.6%	5.5%	11.0%	-0.4%	i	5.0%	9.8%[46 µM]	-3.9%
Cc1cccc2cc(CN(C(=S)NCC(C)C)C3CCCC3)c(=O)[nH]c12
→ -7.4%	-16.8%	4.8%	-3.7%	-2.9%	1.9%	0.7%	-10.9%
Clc1ccc(C[n+]2cc(-c3ccccc3)n3c2CCC3)cc1
→ 10.2%	nt	4.1%	nt	-1.1%	-8.8%	nt	0.0%
O=C(NCCCN1CCN(c2ccc(F)cc2)CC1)Nc1ccc([N+](=O)[O-])cc1
→ 0.8%	-72.2%[inhibitor]	-3.0%	4.8%	-9.1%	12.7%	?	-0.9%
CCC1=NN(C(=O)Cc2ccc([N+](=O)[O-])cc2)C(O)(c2ccc(Br)cc2)C1 (configuration not stated)
→ -7.9%	-5.4%	1.7%	2.0%	i	6.9%	?	-2.1%
Cc1cccc(Cn2ccc(-c3ccc(Cl)cc3)c(C#N)c2=O)c1
→ ?	3.2%	6.3%	3.4%	-5.8%	-2.5%	1.4%	-0.4%
COCCn1nnnc1C(c1cc2cc(C)ccc2[nH]c1=O)N1CCCCCC1 (configuration not stated)
→ ?	-3.6%	-8.9%	25.1µM*	0.8%	-4.4%	4.1%	-2.4%
COc1ccc(N2C(=O)C3CCCN3C2c2ccc(Cl)cc2)cc1 (configuration not stated)
→ 10.6%	-1.8%	9.3%	?	-3.5%	5.4%	-2.8%	4.3%
Cc1ccc(SC(=O)c2c(C)noc2-c2cc(C)on2)cc1
→ 4.5%	nt	-3.7%	nt	-0.7%	-7.1%	nt	-1.1%
Cc1ccnc(NC(=O)c2ccoc2C)c1
→ 7.1%	15.8µM*	3.2%	7.6%	-2.6%	-3.6%	4.2%	1.3%
NS(=O)(=O)c1ccc(CCn2c(=S)[nH]c3ccc(F)cc3c2=O)cc1
→ 7.8%	5.5%	0.4%	2.4%	i	-0.4%	nt	-2.0%
CCOC(=O)c1c(NC(=O)C(C)Sc2cn(C)c3ccccc23)sc2c1CCC2 (configuration not stated)
→ 0.4%	-9.9%	9.0%	25.1µM*	-3.2%	7.7%	8.7%	-0.4%
C=CCOC(=O)COc1ccc2c(C)c(CC)c(=O)oc2c1
→ ?	29.5%	-2.2%	?	-12.8%	2.5%	1.3%	0.6%
COC(=O)C1=C(C(=O)OC)[C@@H]2N(C)c3ccc(OC)cc3[C@@]23C[C@@H](C(=O)OC)N(S(=O)(=O)c2ccc(C#N)cc2)C3=N1
→ 4.3%[11.4 µM]	-0.5%[9.22 µM]	8.5%[14.2 µM]	4.2%[13.5 µM]	-7.0%[11.5 µM]	7.0%[11.2 µM]	-1.3%[9.22 µM]	-1.1%[11.2 µM]
NC(=O)C1(N2CCCCC2)CCN(C(=S)Nc2ccc(S(N)(=O)=O)cc2)CC1
→ -13.2%	nt	5.1%	?	-4.7%	6.1%	nt	-2.9%
CC(C)(C)c1ccc(C(=O)NCc2nnc(SCC(=O)N3CCCc4ccccc43)n2-c2ccccc2)cc1
→ 0.9%	-11.8%	-16.4%	?	-3.5%	15.3%	-14.1%	0.2%
CC(=O)c1c(C)nc(-c2cccc([N+](=O)[O-])c2)n1O
→ -1.3%	-11.9%	13.7%	?	i	-4.7%	-4.7%[46 µM]	-1.9%
COC(=O)c1ccccc1NC(=O)C1CCCO1 (configuration not stated)
→ ?	?	0.8%	6.9%	-1.3%	-6.4%	-3.5%	0.0%
O=C(COC(=O)c1cccnc1Cl)c1ccc(OC(F)F)cc1
→ 6.4%	1.4%	0.4%	4.8%	-3.5%	4.8%	5.3%[9.22 µM]	0.2%
CS(=O)(=O)N1CCc2cc(C(=O)NC3CC3)ccc21
→ -0.2%	0.8%	14.5%	-2.0%	-10.0%	-5.5%	-8.7%[9.22 µM]	-6.4%
Cc1ccc(C(=O)N/N=C\c2ccccn2)cn1
→ ?	nt	10.0%	4.4%	-5.8%	2.2%	nt	-0.2%
COc1cccc(C(=O)NCC(=O)N2CCC(C)CC2)c1
→ 1.7%	10.6%	-1.1%	2.4%	2.9%	-9.5%	?	2.3%
Cc1c(Nc2nc3ccccc3nc2NS(=O)(=O)c2ccccc2)c(=O)n(-c2ccccc2)n1C
→ 3.5%	-8.1%	-9.9%	?	-3.0%	-8.0%	0.4%	-0.8%
COC(=O)c1cc2occc2n1Cc1nc(-c2ccccc2Cl)oc1C
→ 0.6%	-23.7%	5.1%	-15.7%	i	8.0%	-0.1%	0.0%
N#CCSc1nc2c(c(=O)n1Cc1ccccc1)C1(CCCC1)Cc1ccccc1-2
→ ?	13.6%	1.1%	-4.3%	-8.8%	-18.1%	-8.4%	-5.7%
C/C(=N\O)c1ccc2c3c([nH]c2c1)CCCC3
→ ?	?	-5.8%	?	-9.9%	1.7%	?	-5.0%
COc1ccc(-c2cc(C(=O)OC3CCOC3=O)c3ccccc3n2)cc1 (configuration not stated)
→ ?	5.4%	6.2%	?	i	0.5%	-1.2%	-8.1%
CCNC(=S)NNC(=O)CCn1cc(C)cn1
→ 4.5%	-9.3%	0.9%	7.3%	-0.6%	-1.2%	?	-0.5%
Cc1ccc(Cl)cc1N1CCN(Cc2cc3c(cc2O)CCC3)CC1
→ 2.7%	-42.3%[inhibitor]	-0.4%	-4.2%	i	-3.1%	8.3%	1.4%
NC(=O)C1(N2CCCCC2)CCN(C(=O)NC23CC4CC(CC(C4)C2)C3)CC1
→ 2.2%	-3.5%	7.7%	-9.6%	-15.2%	-2.5%	-3.6%	0.5%
NS(=O)(=O)c1ccc(NC(=O)CN2CCCN(S(=O)(=O)c3ccc(F)cc3)CC2)cc1
→ -1.5%	nt	-3.1%	?	-6.5%	0.7%	nt	-2.8%
O=C(CSCc1ccc(Cl)cc1Cl)Nc1ccccc1C(=O)Nc1ccc(C(=O)O)cc1
→ 10.7%	5.2%	-6.5%	8.3%	-0.5%	4.2%	?	-0.4%
Nc1nnn(CC(=O)N/N=C/c2cccc3ccccc23)n1
→ ?	-0.5%	12.2%	14.7%	2.7%	-7.7%	-19.3%	0.9%
CC(C)c1onc(C(=O)NCc2ccc(Cl)cc2)c1[N+](=O)[O-]
→ -0.9%	nt	nt	?	1.3%	-3.6%	3.5%	-0.4%
N#Cc1c(-c2cccc(Br)c2)cc(-c2ccco2)[nH]c1=O
→ ?	-5.2%	16.7%	?	?	-1.0%	2.3%[46 µM]	-3.3%
COc1ccc(OC)c(NC(=S)N2CCc3ccccc3C2)c1
→ -11.1%	1.7%	5.5%	?	i	-1.7%	1.3%[46 µM]	-1.9%
CCOc1ccccc1NC(=O)N1CCCC1C(=O)Nc1nnc(CC)s1 (configuration not stated)
→ -0.7%	0.2%	-3.7%	7.2%	5.9%	-1.0%	17.0%	-4.2%
CCOc1ccc2nc(NC(=O)C3CCCN(S(=O)(=O)c4cccc5nonc45)C3)sc2c1 (configuration not stated)
→ 1.3%	-7.9%	11.5%	-11.3%	1.9%	-3.3%	4.1%	-3.7%
COc1cccc(NC2=NCC(=O)N2Cc2cccs2)c1
→ -0.3%	nt	nt	?	i	-16.6%	-2.3%	0.2%
C=CCn1c(-c2cccc(OC)c2)nc2nc3ccccc3nc21
→ ?	-9.9%	9.6%	-6.0%	-3.8%	-14.5%	-0.2%	-5.1%
Cc1cc2nc3c(=O)[nH]c(=O)nc-3n(CC(O)C(O)C(O)CO)c2cc1C (configuration not stated)
→ ?	-16.0%	14.1µM*	?	35.5µM*!	-1.1%	?	-4.2%

An excerpt; rates above refer to the full screens.
